All columns: NCI-60 one-dose screen, growth in % after 48 h at 10 µM unless noted; 100 = growth as untreated, 0 = no growth, -100 = all killed.
M14 = M14 melanoma; AID 1794745; 6.2% of 80,000 active
CCRF-CEM = CCRF-CEM leukemia; AID 1794778; 7% of 77,000 active
MOLT-4 = MOLT-4 leukemia cells | 6.9% of 80,000 active | AID 1794779
EKVX = EKVX NSCLC; 3% of 71,000 active; AID 1794765
HOP-92 = HOP-92 NSCLC cells; AID 1794738; 6.3% of 71,000 active
A549/ATCC = A549/ATCC NSCLC; AID 1794740; 3.7% of 81,000 active
RPMI-8226 = RPMI-8226 leukemia cells. 7.5% of 77,000 active
HOP-62 = HOP-62 NSCLC | 3.9% of 80,000 active
* marks the source's active call; other numbers are inactive results; · = no result given; & = joins results of further samples; [ ] = another dose, or the depositor's remark. How the source made its calls: active means growth percent below 10; inactive means the rest.

SMILES	M14	CCRF-CEM	MOLT-4	EKVX	HOP-92	A549/ATCC	RPMI-8226	HOP-62
COc1cc2c(cc1OC)C(C)N(S(N)(=O)=O)CC2 (configuration not stated)	92	80	92	107	99	101	96	80
Cc1ccc(S(=O)(=O)NCCC(CC(C)c2cc3ccccc3o2)OCc2ccccc2)cc1 (configuration not stated)	111	103	97	96	103	98	103	99
Clc1ccc2c(c1)nc1n2CCCC1	117	101	88	95	95	96	88	101
CCOc1ccccc1/C=N\N=C(\N)N/N=C/c1ccccc1OCC	13	17	27	65	46	39	27	44
C=CCc1cc(OC)c(O)c(OC)c1	101	109	102	101	105	84	98	97
CSc1nc2ccc(C)cc2cc1/C=C1/C=C(c2ccccc2)OC1=O	98	91	90	85	100	100	98	94
CC(=O)[C@@]1(O)CC[C@H]2[C@@H]3CC[C@@H]4C[C@H](O)CC[C@]4(C)[C@H]3C(=O)C[C@@]21C	107	98	101	·	100	106	115	108
CC(C)(C)c1ccc(OCCCCCl)cc1	84	96	105	104	·	92	100	107
Clc1cccc(-c2cc(Cn3cc(-c4ccncc4)cn3)on2)c1	107	91	81	118	108	94	77	98
COc1ccccc1N1CCN(C(=O)Nc2ccc(S(N)(=O)=O)cc2)CC1	101	·	87	·	·	110	·	101
COc1cc(/C=C/C(=O)c2ccc3c(c2)OCCO3)c(Cl)c(OC)c1OC	·	69	70	·	108	85	70	100
O=c1c2ccccc2nc(COc2ccccc2)n1/N=C/c1ccc(Br)cc1	91	89	107	98	92	102	91	95
CCCC(=O)Nc1cc([N+](=O)[O-])c([N+](=O)[O-])cc1OC	101	91	103	93	99	84	91	99
S=C(SCc1ccc(-c2ccccc2-c2nn[nH]n2)cc1)n1cncn1	103	95	81	96	101	98	105	96
COC(=O)c1nc(=S)[nH]c(C(=O)OC)c1C(=O)c1ccc(N2CCN(c3ccc(C(=O)c4c(C(=O)OC)nc(=S)[nH]c4C(=O)OC)cc3)CC2)cc1	105	·	113	100	·	112	103	122
NC(=O)SCC(=O)Nc1ccc(-c2ccc(NC(=O)CSC(N)=O)cc2)cc1	101	79	44	95	89	88	95	80
CSc1nc2c(=O)[nH]c(=O)[nH]c2n1-c1ccccc1	104	97	83	105	98	90	103	92
COC(=O)Cn1ccnc1[N+](=O)[O-]	101	101	105	·	·	102	100	105
Nc1ccc([N+](=O)[O-])cc1C(=O)C(=O)N1CCOCC1	104	106	102	99	103	104	106	100
O=S(=O)(c1ccc(Br)cc1)n1ccc(-c2ccc(OCCCF)cc2)n1	97	92	76	·	74	76	77	118
Cc1c(-c2csc3nnc(-c4ccccc4)n23)no[n+]1[O-]	110	103	98	102	95	99	100	100
N=C(N)n1ncc2c1CCCC2=O	94	100	104	99	111	99	105	94
Nc1ccc2c(O)c(N=Nc3ccc(N=Nc4ccc(S(=O)(=O)O)cc4)cc3)c(S(=O)(=O)O)cc2c1	101	99	107	103	92	93	100	96
N#CNc1nc(O)cc(=O)[nH]1	102	110	109	107	·	111	93	98
CC1(C)CC[C@]2(C(N)=O)CC[C@]3(C)C(=CC[C@@H]4[C@@]5(C)C/C(=C/c6cccnc6)C(=O)C(C)(C)[C@@H]5CC[C@]43C)[C@@H]2C1	-11*[100 µM]	2.7*[100 µM]	-10.0*[100 µM]	1.5*[100 µM]	-51*[100 µM]	-36*[100 µM]	-37*[100 µM]	-56*[100 µM]

Overlap with the part before: four entries; new compounds follow.
SMILES	M14	CCRF-CEM	MOLT-4	EKVX	HOP-92	A549/ATCC	RPMI-8226	HOP-62
N=C(N)n1ncc2c1CCCC2=O	94	100	104	99	111	99	105	94
Nc1ccc2c(O)c(N=Nc3ccc(N=Nc4ccc(S(=O)(=O)O)cc4)cc3)c(S(=O)(=O)O)cc2c1	101	99	107	103	92	93	100	96
N#CNc1nc(O)cc(=O)[nH]1	102	110	109	107	·	111	93	98
CC1(C)CC[C@]2(C(N)=O)CC[C@]3(C)C(=CC[C@@H]4[C@@]5(C)C/C(=C/c6cccnc6)C(=O)C(C)(C)[C@@H]5CC[C@]43C)[C@@H]2C1	-11*[100 µM]	2.7*[100 µM]	-10.0*[100 µM]	1.5*[100 µM]	-51*[100 µM]	-36*[100 µM]	-37*[100 µM]	-56*[100 µM]
CN(C)S(=O)(=O)c1ccc(N)cc1	106	108	99	·	96	105	117	92
CC1(C)CC[C@]2(C(=O)O)CC[C@]3(C)C(=CC[C@@H]4[C@@]5(C)Cc6c([nH]c7ccccc67)C(C)(C)[C@@H]5CC[C@]43C)[C@@H]2C1	76	31	32	34	60	18	23	28
Cc1nc([P+](c2ccccc2)(c2ccccc2)c2ccccc2)c(N2CCCCC2)o1	37	21	29	63	17	33	-13*	30
COc1cc(-c2cncn2-c2ccc(-c3nc4cc(OC)c(OC)c(OC)c4s3)cc2)ccc1F	88	82	78	92	·	73	65	111
C#Cc1cccc(NC(=O)C2CCCN(C(=O)CCl)C2)c1 (configuration not stated)	21[8.25 µM]	-26*[8.25 µM]	-7.0*[8.25 µM]	96[8.25 µM]	98[8.25 µM]	86[8.25 µM]	64[8.25 µM]	88[8.25 µM]
O=C(O)/C=C/C(=O)Nc1ccc(Cl)cc1	103	·	105	·	·	·	101	92
CC(=O)Nc1ncnc2c1ccn2-c1ccc(NC(=O)c2ccc(Cl)c(C(F)(F)F)c2)cc1	88	72	66	94	84	83	63	105
CCOC(=O)C(Cl)Cc1ccccc1 (configuration not stated)	100	92	96	·	·	101	92	102
Cc1ccccc1N1CCN(C(=S)c2cccs2)CC1	97	90	60	74	72	87	98	90
CCn1cnc2c(SC)ncnc21	110	116	107	115	116	108	109	88
O=C(CCc1nnc(Cn2cnc3nc[nH]c3c2=O)o1)c1nc2ncccc2[nH]1	96	90	103	102	104	98	100	97
CNC(=O)c1cccnc1	104	88	106	110	109	93	112	·
CCCCCCCCCC[n+]1cccc(C(N)=O)c1	85	83	74	86	·	102	71	102
COc1ccccc1N1CCN(c2ncnc3sc4c(c23)CCN(CC(=O)O)C4)CC1	105	·	108	96	115	112	·	111
CC1=CC(C)(C(Cl)(Cl)Cl)C(C)=C/C1=N/O (configuration not stated)	122	89	82	101	93	90	94	91
Cc1ccc(-c2cn(CC(=O)Nc3ccc4c(ccn4Cc4ccccc4)c3)nn2)cc1	110	113	96	118	123	109	112	125
O=C1/C(=C\c2ccccc2)CN(C(=O)c2ccccc2F)C/C1=C\c1ccccc1	-60*	-7.3*	-4.0*	·	·	53	-40*	18
O=C1NC(=O)C(Cc2c[nH]c3ccccc23)N1 (configuration not stated)	97	102	103	103	99	99	94	104
CC(=O)OCC1OC(n2cnc3c(=S)nc[nH]c32)C(OC(C)=O)C1OC(C)=O (configuration not stated)	100&79	112&60	120&68	113&95	104&42	106&106	117	117&73
CC(C)CCCCCCCCCCCSCNc1ccc(S(=O)(=O)c2ccc(NCSCCCCCCCCCCCC(C)C)cc2)cc1	106	101	96	111	101	94	97	99
COc1ccc2c(c1)sc1nc(-c3ccccc3)c(-c3c(OC)cccc3OC)n12	76	84	77	85	·	61	55	99
CN1CCN(Cc2ccc(NC(=O)c3cccc(C#Cc4c(N)ncc5ccc(F)cc45)c3)cc2C(F)(F)F)CC1	-71*	-23*	-61*	-20*	-49*	-70*	-34*	-36*
CC1=Nc2ccccc2N=C(C)C1	109	89	99	97	90	96	98	128
Cn1cc(-c2nc(-c3c[nH]c4c(Cl)nccc34)cs2)c2cc(Br)ccc21	73	74	·	74	91	67	79	82
O=C1/C(=C\C=C\c2ccccc2)CCC/C1=C/C=C/c1ccccc1	106	104	98	136	113	102	112	105
(cont.)
SMILES	M14	CCRF-CEM	MOLT-4	EKVX	HOP-92	A549/ATCC	RPMI-8226	HOP-62
C[C@H]1CNC[C@H]1NC(=O)c1cc2cc(Cl)c(F)c(F)c2[nH]1	88	85	76	71	66	90	94	67
COc1ccc(Cl)cc1NC(=O)c1cc2c(n1C)-c1nc(NC(=O)C(C)(C)C)sc1CC2	88	99	73	76	68	77	83	76
CCOP(=O)(CNC(=O)/C(=C\c1ccc(C)cc1)NC(=O)c1ccccc1)OCC	100	103	101	99	108	108	98	99
O=C(COc1ccc(NC(=O)C2CCCCC2)cc1)NO	100	·	104	102	99	86	104	89
CC(=O)Cc1ccc(-c2ccccc2)cc1	109	102	117	·	96	95	98	·
CCN(CC)CCNc1ccc(CO)c2oc3ccccc3c(=O)c12	101	79	74	110	·	88	103	93
O=C(NOCCO)c1cc(CN2OCCCC2=O)c(F)c(F)c1Nc1ccc(I)cc1F	9.1*	101	77	46	-20*	29	79	37
O=P1(NC2CCCCC2)OCC2(CO1)COP(=O)(NC1CCCCC1)OC2 (configuration not stated)	109	98	106	107	88	94	·	109
O=C1c2cccc3cccc(c23)C(=O)N1N1C(=O)c2cccc3c(NC4CCCCC4)ccc(c23)C1=O	96	89	90	89	80	94	·	93
O=C(CCc1nnc2sc(/C=C\c3ccccc3)nn12)c1nc2ccccc2[nH]1	91	·	63	89	53	98	72	76
COc1ccc(/C(=C\c2cc(OC)c(OC)c(OC)c2)C(=O)Nc2nc3ccc(N)cc3s2)cc1OC	101	93	86	86	92	89	88	92
Cc1cccc(Cc2ccc(Cl)cc2)c1O	90	97	138	87	80	92	82	75
O=C(O)c1cc(/C=C/c2ccccc2)c2sc(=O)[nH]c2n1	102	96	106	108	·	84	102	98
O=c1[nH]c2nc[nH]c(=O)c2[nH]1	112	93	110	110	126	102	105	105
N#CCc1[nH]nc(N)c1C#N	106	103	94	102	·	104	108	103
COC(=O)c1ccccc1Cl	102	100	105	100	85	99	113	98
COc1cc(NC(=O)CSc2nc3ccc(Cl)cc3c(=O)n2Cc2ccccc2)cc(OC)c1OC	73	94	·	83	·	67	·	91
COc1cccc2c1OC13Oc4c(cccc4OC)C=C1CCCCC3=C2	94	99	84	88	79	89	93	89
N#Cc1ncc(-c2ccc(F)nc2F)c(NC2CCCCCC2)n1	103	87	79	·	·	97	88	103
C=C(C)C#CC1(O)C=C(OC)C(OC)=CC1=O (configuration not stated)	101[100 µM]	74[100 µM]	79[100 µM]	111[100 µM]	132[100 µM]	98[100 µM]	84[100 µM]	108[100 µM]
CN(CCN(C)Cc1occc(=O)c1O)Cc1occc(=O)c1O	100	108	103	117	106	104	119	119
COc1ccc(N=Nc2c(N)nn3c(-c4cccs4)ccnc23)cc1	91	88	130	63	68	99	83	85
C=C1C(=O)O[C@H]2[C@H]1CC/C(COC(=O)NCc1cccc(OC)c1)=C\CC[C@@]1(C)O[C@@H]21	-7.6*	-15*	-7.6*	55	·	51	-23*	66
CC1=C(C(=O)O)CCc2ccccc21	97	98	96	101	91	78	111	107
CC/C(=C/CO)c1ccccc1	98	105	113	110	101	110	116	·
Additional records.
SMILES	M14	CCRF-CEM	MOLT-4	EKVX	HOP-92	A549/ATCC	RPMI-8226	HOP-62
Cc1ccc(/C=N/n2c(CN3CCCC3)nc3ccccc3c2=O)cc1	105	101	101	108	84	99	101	95
CC(C#N)(c1ccccc1)c1ccccc1	104	105	103	113	107	93	107	105
C=CCOC(=O)/C=C\C(=O)NC(N)=O	103	96	96	131	105	89	82	104
CCC(C(=O)[C@@H](C)[C@@H](O)[C@H](C)[C@@H]1O[C@@H]([C@@H](CC)C(=O)NCC(F)(F)F)CC[C@@H]1C)[C@H]1O[C@]2(C=CC(=O)[C@]3(CC[C@@](C)([C@H]4CC[C@](O)(CC)[C@H](C)O4)O3)O2)[C@H](C)C[C@@H]1C (some centres not stated)	79	74	44	76	59	67	59	78
O=C(O)c1cc(C(=O)O)c(C(=O)O)cc1C(=O)O	109	151	118	106	·	100	155	98
CC(NC(=O)Oc1cccc2ccccc12)c1ccccc1 (configuration not stated)	107	72	69	107	103	73	109	100
COc1ccc(-c2nnc(Nc3ccc(F)cc3)o2)cc1OC	102	93	103	96	81	92	87	95
O=C(Nc1nc(-c2ccc(Cl)cc2)cc(-c2ccccc2Cl)n1)c1ccncc1	95	95	82	99	67	92	89	77
CCN1CCN(/C(=N\c2sc(-c3ccccc3)nc2-c2ccccc2)c2ccc(C)cc2)CC1	106	103	106	96	90	93	87	101
COC(=S)SCc1cc(=O)oc2ccc(OC)cc12	88	97	84	98	99	102	84	90
O=C1Nc2c(sc3ccc(Cl)cc23)C(c2cccc([N+](=O)[O-])c2)N1 (configuration not stated)	97	113	89	74	82	98	·	91
CCOC(=O)c1c2c(n(-c3ccc(C)c(C)c3)c1-c1ccccc1)C=CCC2	94	91	74	93	62	83	85	75
Cc1[nH]nc2c(=S)[nH]c(=O)[nH]c12	100	98	105	·	88	100	101	105
O=C(Cn1nnc2ccccc21)N/N=C/c1cccc(F)c1	92	102	92	105	100	101	103	100
O=[N+]([O-])c1ccc(S)cc1	100	71	91	120	107	93	98	89
N#Cc1c(-c2cccs2)c(C#N)c(=O)n(Cc2nc3ccccc3[nH]2)c1N	98	101	102	91	95	103	96	93
CCCCCCC(=O)/C=C/c1ccc(OC)c(OC)c1	111	96	105	·	89	98	93	107
CCCC1CC(C(C)=O)C(=O)O1 (configuration not stated)	95	89	90	98	89	89	98	91
Cc1cc(O)c(C(C)C)cc1NC(=S)Nc1cc(C(C)C)c(O)cc1C	96	85	71	92	81	87	·	101
C=CCOc1ccc2c(c1)CC[C@@H]1[C@@H]2CC[C@]2(C)[C@@H](O)C(=O)C[C@@H]12	90	85	79	·	124	99	91	107

Part of the list above in order of molar mass, rising.
SMILES	M14	CCRF-CEM	MOLT-4	EKVX	HOP-92	A549/ATCC	RPMI-8226	HOP-62
COC(=S)SCc1cc(=O)oc2ccc(OC)cc12	88	97	84	98	99	102	84	90
Cc1ccc(/C=N/n2c(CN3CCCC3)nc3ccccc3c2=O)cc1	105	101	101	108	84	99	101	95
N#Cc1c(-c2cccs2)c(C#N)c(=O)n(Cc2nc3ccccc3[nH]2)c1N	98	101	102	91	95	103	96	93
Cc1cc(O)c(C(C)C)cc1NC(=S)Nc1cc(C(C)C)c(O)cc1C	96	85	71	92	81	87	·	101
O=C(Nc1nc(-c2ccc(Cl)cc2)cc(-c2ccccc2Cl)n1)c1ccncc1	95	95	82	99	67	92	89	77

Compound activity: PubChem, NCI
